Autophagy HCS: autophagy modulation, high-content screen. hit rate 0.98% among 190,000. calls only at 10 µM (by protocol). MEF GFP-LC3 puncta imaging; test concentration mostly 10 µM;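 active = percentage of spot-positive cells more than 3 SD above its plate mean, without a fluorescence outlier flag or 80% toxicity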;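 note: spot-positive cell cutoff set from DMSO-treated cells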
human PMI inhibitors: MPI inhibition at elevated mannose 6-phosphate – biochemical, fluorescence intensity, high mannose 6-phosphate, primary screen (AID 1220) | recombinant PMI enzyme, coupled fluorescence intensity; higher % means a stronger effect | one-dose inhibition, % at 20 µM; IC50 in µM for titrated hits | hit rate 0.66% among 190,000
Ins promoter up: MIN6 insulin promoter up-regulation; AID 1625; z-score at 5 µM; hit rate 0.3% among 190,000; MIN6 insulin promoter-GFP reporter, high-content imaging; active compounds read high;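 active = z-score above 3 at 5 µM with at least 500 cells counted in the well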
b-catenin transl: beta-catenin nuclear translocation modulation. AID 1665. nuclear translocation activity, % at 5 µM. hit rate 0.3% among 190,000. HeLa beta-catenin nuclear translocation, immunofluorescence imaging;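 active = nuclear translocation activity above 50% at 5 µM, with a well cell count of 50 or more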;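 note: per-cell ratio of nuclear to cytoplasmic median beta-catenin stain intensity; plate controls were DMSO negative control for no effect and GSK-3 inhibitor IX positive control for full effect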
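Test system: human HeLa cells, native beta-catenin. Compound dosing: 5 µM primary single dose, 0.1% DMSO, 0.02–20 µM confirmation series. Incubation: compound exposure 24 h at 37°C. Detection: beta-catenin immunostaining with DAPI counterstain, 20x imaging, 6 fields/well. Read-out basis: Nuclear/cytoplasmic beta-catenin signal ratio, % activation.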
WT yeast gro inh: growth inhibition of WT yeast, mitochondrial fusion screen; AID 1362; inhibition, % at 10 µM; hit rate 2.1% among 190,000; mitochondrial fusion phenotypic screen, WT strain; in the data active = inhibition above about 58%; tested in S. cerevisiae
PMI inhibitors: MPI enzyme activity inhibition – biochemical, fluorescence intensity, coupled assay, primary screen (AID 1209); hit rate 0.42% among 190,000; purified PMI enzyme, coupled fluorescence intensity; higher % means a stronger effect; one-dose inhibition, % at 20 µM; IC50 in µM for titrated hits;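 note: plate controls were DMSO vehicle for no effect and wells lacking substrate for full effect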
Yfh1-depleted yeast: enhancers of respiration in Yfh1-depleted yeast, dose response, Friedreich's ataxia, plus single-dose screen (AID 1465) | S. cerevisiae Yfh1-off respiration, WST-1 reduction, 72 h; higher fold induction means a stronger effect | hit rate 0.074% among 220,000 | one-dose fold induction at 50 µM; EC50 in µM for titrated hits;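 active = fold induction of absorbance versus untreated yeast above a set limit, then at least 30% activation at any dose in follow-up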;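 note: activators that raise dye reduction in frataxin-depleted yeast; strong numbers were not always called active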
MT stabilize HCS: microtubule stabilizers in HeLa cells; AID 2205; HeLa tubulin immunostaining HCS, 24 h; share of cells brighter than vehicle mean+2SD; hit rate 0.83% among 200,000; % tubulin-high responders, % at 10 µM;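 active = plate Z-score above 3 for both tubulin-high and condensed-nucleus cell shares, with cell loss under 80%, at 10 µM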;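 note: anti alpha tubulin signal scored within the nucleus-defined area of each cell; some results filed as inactive read as strong as hits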
Dynein transport: dynein cargo transport inhibition | 3617.4 mouse cells, GR-EGFP nuclear translocation imaging; test concentration mostly 20 µM; stimulated with dexamethasone, 1 µM; active compounds read low | z-score, hits read low | hit rate 0.47% among 220,000;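 active = plate z-score of nuclear minus cytoplasmic receptor signal below a set negative limit, without overly bright fluorescence or cell loss, cut at about -3.5 in these data, passing the limit was not always enough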;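 note: z-score of nuclear minus cytoplasmic ring GR-EGFP intensity difference per well; some compounds called inactive have numbers as strong as hits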
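medium = tetracycline-free induction medium containing charcoal-stripped FBS | also added = 1.0 µM final dexamethasone stimulus | schedule = 48 h induction, 1 h compound, 30 min dex at 37 °C | technique = fixed, Hoechst-stained cells imaged at 10x for EGFP | measure = GR-EGFP nuclear translocation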
WT yeast gro inh mutant strain: second read-out of WT yeast gro inh, no call of its own (marks repeat the call); inhibition, %; mitochondrial fusion phenotypic screen, mutant strain inhibition
Dynein transport cytoplasmic EGFP: further read-out of Dynein transport, marked with its call; z-score; measured here: cytoplasmic GR-EGFP intensity; active compounds read high
Dynein transport nuclear GR-EGFP: also measured in Dynein transport; calls as there; z-score; measured here: nuclear GR-EGFP intensity;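 lower value marks the stronger effect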
Dynein transport cell count: second read-out of Dynein transport, no call of its own (marks repeat the call); z-score; measured here: cell count per field
Ins promoter up cell count: also measured in Ins promoter up; calls as there; cell count; measured here: cytotoxicity, nuclei count;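 total cells summed across four imaged fields per well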
b-catenin transl cell count 5 µM: also measured in b-catenin transl; calls as there; cell count; measured here: cell count, cytotoxicity flag
MT stabilize HCS Hoechst-high %: recorded beside MT stabilize HCS, whose call it bears; % Hoechst-high responders; measured here: nuclear condensation Hoechst responders;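 share of cells brighter than vehicle mean plus two SD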
MT stabilize HCS cytotoxicity %: also measured in MT stabilize HCS; calls as there; toxicity, %; measured here: cytotoxicity by cell density;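 0% = mean cell density of plate MIN control wells and 100% = no cells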
Autophagy HCS cell loss 18 h: also measured in Autophagy HCS; calls as there; toxicity, %; measured here: cell loss, nuclei count;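 cell loss after 18 h compound exposure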
* hit, by the source's call; i = inactive; . = not tested or not shown. Cut-off read from the data, not from the text of the source, unless noted: active = inhibition above about 50%; inactive = the rest.

SMILES	Autophagy HCS	Autophagy HCS cell loss 18 h	human PMI inhibitors	Ins promoter up	Ins promoter up cell count	b-catenin transl	b-catenin transl cell count 5 µM	WT yeast gro inh	WT yeast gro inh mutant strain	PMI inhibitors	Yfh1-depleted yeast	MT stabilize HCS	MT stabilize HCS Hoechst-high %	MT stabilize HCS cytotoxicity %	Dynein transport	Dynein transport cytoplasmic EGFP	Dynein transport nuclear GR-EGFP	Dynein transport cell count
O=C1c2ccccc2C(=O)N1CC1c2ccccc2CCN1S(=O)(=O)c1ccccc1 (stereo unspecified)	i	-17.6	8.3%	0.23	1510	-0.1	1369	-14.5	-9.6	9.7%	i	2.6	2.1	10.5	-0.0754	-0.168	0.409	0.189
CCOC(=O)C1=C(C)NC(=O)C1(NC(=O)c1cccnc1)C(F)(F)F (stereo unspecified)	i	0.7	1.7%	-0.29	1447	-0.9	999	-2.9	-5.5	5.2%	i	2.1	2.1	10.0	-0.408	-0.248	0.0625	0.118
CC12CCCCC1(O)[N+](=O)C1=C(CCCC1)N2[O-] (stereo unspecified)	.	.	31.5%	0.57	970	-1.0	1206	-7.8	-3.9	5.7%	i	1.0	1.4	7.0	-0.646	-0.21	-0.028	-0.0235
CCC(C)NC(=O)CSc1nc2ccc(N3CCOCC3)cc2c(=O)n1CCc1ccccc1 (stereo unspecified)	i	24.5	-15.4%	0.09	1229	0.6	1027	.	.	3.5%	.	2.1	2.7	14.8	-1.28	-0.222	-0.19	1.25
CC(=O)Oc1ccc2c(c1)Oc1cc(OC(C)=O)ccc1C21OC(=O)c2ccccc21	i	8.0	-21.2%	.	.	-0.3	1090	-6.8	16.0	-17.8%	i	4.4	2.9	7.2	-4.73*	-0.526*	-2.98*	0.571*
CCN(Cc1cc2ccccc2[nH]c1=O)S(=O)(=O)c1ccccc1	i	0.4	19.8%	-0.16	1782	-1.6	1081	-12.5	-15.7	19.5%	i	1.8	2.2	34.5	0.266	-0.23	0.458	0.29
O=C(CCCn1c(SCC(=O)c2ccc(F)cc2)nc2ccccc2c1=O)NCc1ccccc1	i	-7.0	-1.9%	-1.85	890	.	.	-0.6	-4.1	-11.5%	i	1.1	1.7	6.6	-0.4	0.0409	0.146	0.358
COc1cc(CC(=O)Nc2nc(C)cs2)cc(OC)c1OC	i	-1.5	0.4%	0.21	1501	-5.4	1069	-19.7	12.3	-7.1%	i	1.2	2.1	7.0	0.0251	-0.326	0.0325	0.0684
COCCCN1C(=O)c2ccc(C(=O)Nc3ccc(OC)cc3OC)cc2C1=O	.	.	5.7%	.	.	-2.3	987	-9.4	5.7	1.6%	i	1.4	1.7	8.5	-0.608	-0.186	-0.00355	0.148
CCCCSC(=S)NC1CCS(=O)(=O)C1 (stereo unspecified)	i	-18.8	0.9%	-0.05	1261	-3.4	566	-13.5	4.6	6.3%	i	2.0	5.7	2.4	-1.03	-0.142	-0.839	0.671
O=C(N1CCCCC1)N1CCN(c2ccc(Cl)cc2)CC1	i	-3.0	15.9%	0.46	1721	-1.4	981	15.1	10.4	17.3%	i	1.7	1.6	3.5	0.543	0.286	0.573	0.548
Cc1ccc(N2C(=O)NC(NC(=O)c3ccc(Cl)cc3)(C(F)(F)F)C2=O)cc1 (stereo unspecified)	i	-21.5	1.5%	0.03	1445	-1.0	993	3.4	6.7	2.6%	i	1.8	1.6	9.7	-0.411	-0.236	-0.12	0.692
CCn1cc(C(=O)N2CCN(c3ccccc3F)CC2)c(=O)c2ccc(C)nc21	i	-4.4	2.8%	0.39	1332	-1.9	1098	-4.0	8.4	6.0%	.	1.7	2.3	9.7	-0.509	0.484	0.118	0.31
COc1ccc(OC)c(-n2c(=S)[nH]c3c(sc(=S)n3-c3ccccc3C)c2=O)c1	i	-47.2	-11.9%	1.04	1222	-2.7	993	-11.5	-1.7	-6.7%	i	2.3	2.5	8.5	-0.947	-0.284	-0.549	0.968
COc1ccccc1OCc1ccc(C(=O)OCC2CCCO2)o1 (stereo unspecified)	i	-4.4	-2.0%	-0.24	1367	1.4	957	10.0	10.4	1.3%	i	2.7	2.1	5.9	0.415	-0.117	0.777	-1.07
Cc1[nH]ccc(=O)c1OC1OC(CO)C(O)C(O)C1O (stereo unspecified)	i	3.3	-8.9%	1.58	1187	0.3	531	-8.9	-17.2	-8.7%	i	2.6	2.4	8.4	-1.25	0.486	-0.0813	1.22
COc1cc(C(=O)c2nccc3cc(OC)c(OC)cc23)c([N+](=O)[O-])cc1OC	i	-1.1	7.2%	0.28	1597	-5.6	1101	-54.6	-61.5	-24.4%	i	1.5	2.0	12.2	0.799	-0.329	0.187	-0.653
Cc1ccc(/C=C2\NC(=S)NC2=O)cc1[N+](=O)[O-]	i	4.5	-10.7%	-0.34	1568	-0.7	1112	-2.7	6.7	-6.3%	i	2.5	1.0	1.3	-0.699	-0.276	-0.473	0.327
COc1ccc(OC)c(C(C)NC(=O)c2ccco2)c1 (stereo unspecified)	i	1.8	8.7%	0.14	1177	2.7	779	4.7	-4.4	7.0%	i	25.9*	26.1*	46.6*	-0.484	-0.378	-0.376	0.995
O=C(Nc1ccc2oc(-c3cccnc3)nc2c1)c1ccc(Br)o1	i	4.1	3.9%	0.2	870	0.8	1200	-5.8	10.0	5.9%	i	2.7	2.1	4.7	-0.713	-0.209	-0.434	0.102
CCCCNC(=O)NS(=O)(=O)c1ccc(C)cc1	i	12.5	3.1%	.	.	.	.	-13.6	-27.6	1.0%	i	4.9	1.8	5.9	0.384	-0.258	0.617	-0.513
CCc1ccccc1NC(=S)N(CCN(C)C)C(C)c1ccccn1 (stereo unspecified)	i	2.7	-0.1%	-5.14	564	-1.4	1142	20.9	22.1	-1.0%	i	2.7	1.5	6.8	0.114	-0.289	0.245	0.915
CC(=O)ON1C(C)(C)Cc2noc(N)c2C1(C)C	i	5.3	-0.5%	-0.15	1557	-0.6	1377	-14.1	-4.7	-8.7%	i	3.2	1.9	10.6	0.378	-0.196	1.04	0.0766
O=C(O)c1cccc(N/N=C/c2sc(N3CCOCC3)nc2-c2ccccc2)c1	i	4.5	-146.7%	-0.3	1519	0.2	1044	11.1	13.7	-64.1%	i	1.9	2.6	7.3	0.265	0.00398	0.321	0.467
Oc1ccccc1/C=N/n1cnnc1	i	9.3	2.8%	0.02	1032	.	.	-49.5	-42.0	1.1%	i	1.1	1.8	8.2	1.51	-0.17	0.925	-1.84
CCN1C(=O)/C(=C/c2cccs2)SC1=Nc1ccc(OC)cc1	i	11.0	4.2%	-0.81	1498	0.1	1339	35.0	7.8	5.9%	i	3.2	1.7	6.9	0.111	-0.217	0.663	1.03
Cc1c(/C(O)=C2\C(=O)C(=O)N(CCCN(C)C)C2c2ccccc2)cnn1-c1ccccc1 (stereo unspecified)	i	-15.6	2.2%	-0.41	1685	-1.6	1061	-9.3	-6.5	-7.7%	i	2.3	2.7	6.2	0.571	-0.151	0.222	-0.319
O=C(COCC(=O)NCc1ccccc1)NCc1ccccc1	i	13.6	-2.1%	2.34	1128	-2.4	1058	-5.2	-7.1	-6.8%	i	2.6	2.0	3.1	-0.531	-0.266	-0.115	0.445
O=c1oc2ccccc2c(Nc2ccc3ccccc3c2)c1[N+](=O)[O-]	i	3.8	31.8%	0.1	1351	13.9	1230	-10.1	-12.8	12.2%	i	46.0*	23.2*	36.0*	1.48	-0.055	0.221	-0.364
CCc1ccc(Nc2cnn(C34CC5CC(CC(CC(=O)O)(C5)C3)C4)c(=O)c2Cl)cc1	i	8.4	-1.6%	0.63	1223	-1.3	1092	-10.7	5.8	-4.1%	i	4.5	1.4	0.9	-0.106	0.231	0.0468	0.394
COC(=O)c1ccc(NC(=O)c2ccc(C)cc2)o1	i	4.1	4.2%	0.19	1605	1.4	1392	-13.2	-2.4	-7.8%	i	2.5	2.5	4.4	-0.266	-0.159	-0.312	0.32
Cc1ccc(SCCNC(=O)c2ccc(C)c(S(=O)(=O)Nc3cccc(C)c3)c2)cc1	i	24.5	22.9%	-0.42	1234	-1.0	1411	30.9	10.8	19.4%	i	3.7	1.8	6.1	2.06	-0.23	0.308	-0.624
Cc1cc(C)n(-c2nncn2NC(=O)c2ccc(Cl)cc2O)n1	i	22.7	8.0%	2.24	1375	-3.3	863	-15.4	-23.0	11.3%	i	5.9	1.6	17.7	3.53	-0.16	1.82	-2.66
O=P(OC1CCS(=O)(=O)C1)(c1ccccc1)c1ccccc1 (stereo unspecified)	i	12.9	5.7%	-0.48	1258	0.5	819	-7.2	-30.7	2.0%	i	3.7	3.1	11.0	-0.0483	0.0768	0.483	-1.19
Cc1nc(NC(=O)c2ccccc2)sc1C1(C)CC(c2ccccc2F)=NO1 (stereo unspecified)	.	.	.	0.18	704	0.2	1391	.	.	.	i	.	.	.	1.4	-0.582	0.613	-0.847

High-throughput results as filed in PubChem BioAssay.
